# 14-3-3 Bad inh: disrupts binding of bovine 14-3-3 zeta to phospho-Bad peptide. inhibition, % at 21.7 µM. hit rate 0.71% among 220,000. AID 781. P63103. TR-FRET 14-3-3zeta/Dy647-pBad peptide displacement, 1 h;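 active = inhibition above about 70%, limit read from the data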;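 also: 0% = full 14-3-3 plus peptide FRET controls and 100% = background without 14-3-3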
# Target sequence (P63103 whole entry, looked up): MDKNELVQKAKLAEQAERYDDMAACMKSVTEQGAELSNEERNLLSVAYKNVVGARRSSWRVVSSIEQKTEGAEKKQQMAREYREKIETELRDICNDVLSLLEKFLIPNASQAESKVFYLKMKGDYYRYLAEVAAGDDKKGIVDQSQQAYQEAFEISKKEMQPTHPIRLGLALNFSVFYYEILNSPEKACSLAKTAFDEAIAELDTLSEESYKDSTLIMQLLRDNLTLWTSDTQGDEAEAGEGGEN
# TRPML3 ag: human mucolipin-3 channel agonism | Q8TDD5 | activation, % at 3 µM | HEK293 TRPML3-YFP, Fluo-8 calcium fluorescence; 100% = the carbachol control signal | hit rate 0.29% among 220,000;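 active = activation above its plate's cutoff, the mean activation of the plate's test wells plus 3 SD, cut at about 12% in these data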;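 also: 0% = DMSO only wells and 100% = carbachol wells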
#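 Test system: HEK293 cells stably carrying human TRPML3-YFP; Doses: single dose, 3 µM final nominal compound, 0.3% DMSO final; Schedule: dye loading 1 h 37 °C then 30 min ambient, 125 s read; Technique: Fluo-8 calcium fluorescence; Benchmarks: high control carbachol 87 µM, low control DMSO.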
# NPY-Y1 antag: blocks the human neuropeptide Y Y1 receptor; P25929; HEK293-CNG Y1 cells, membrane potential fluorescence; NPY at EC95, then isoproterenol; inhibition, % at 3.6 µM; hit rate 1% among 200,000;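 active = inhibition above the campaign mean inhibition of all tested compounds plus 3 SD, cut at about 20% in these data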;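 also: 0% = DMSO wells given NPY plus isoproterenol and 100% = isoproterenol alone without NPY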
# Target sequence (P25929 whole entry, looked up): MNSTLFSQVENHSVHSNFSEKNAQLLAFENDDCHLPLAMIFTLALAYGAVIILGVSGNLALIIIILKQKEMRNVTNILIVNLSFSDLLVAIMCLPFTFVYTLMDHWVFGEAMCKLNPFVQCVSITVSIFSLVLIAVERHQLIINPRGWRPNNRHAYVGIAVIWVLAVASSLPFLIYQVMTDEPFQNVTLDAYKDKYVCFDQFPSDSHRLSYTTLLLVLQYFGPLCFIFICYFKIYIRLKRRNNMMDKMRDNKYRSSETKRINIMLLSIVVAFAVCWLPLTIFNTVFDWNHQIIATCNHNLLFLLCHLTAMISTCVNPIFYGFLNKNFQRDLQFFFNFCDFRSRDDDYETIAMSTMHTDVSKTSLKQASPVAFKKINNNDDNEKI
#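 Assay system: HEK293 cells with Y1 receptor plus CNG channel | Probe or stimulus: NPY (25 nM), isoproterenol (1 µM), Ro 20-1724 (25 µM) | Timing: Compound incubation 1 h at room temperature, readout 45 min post-stimulation | Measured by: Membrane-potential fluorescent dye readout | Benchmarks: High control isoproterenol alone, low control NPY with isoproterenol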
# TRPN1 ag: activates the zebrafish TRPN1 channel; HEK293 zebrafish TRPN1-YFP, Fluo-8 calcium fluorescence; 100% = response to 87 µM carbachol; activation, % at 3 µM; hit rate 0.18% among 220,000; AID 1424;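 active = activation above its plate's cutoff, the mean activation of test wells on that plate plus 3 SD, cut at about 19% in these data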;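 also: 0% = DMSO alone and 100% = 87 µM carbachol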
#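 Material: zebrafish TRPN1-YFP in HEK293 cells; Doses: single test compound dose, 3 µM nominal, 0.3% DMSO; Timing: dye loading 1 h at 37 °C, then 30 min room temperature; Technique: intracellular calcium fluorescence with Fluo-8; Benchmarks: high carbachol 87 µM, low DMSO alone.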
# EP2 mod: EP2 receptor (human) modulation; EP2-expressing cells, cAMP HTRF FRET, PGE2 co-stimulation; induction, % at 25 µM; hit rate 0.83% among 260,000; AID 940;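 active = compounds whose cAMP rise, as percent of the full-agonist control response, exceeds 60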;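 also: rat C6 glioma line stably carrying human EP2 under a CMV promoter; the protocol text gives 20 µM as final concentration; 100% = response of wells given 1 µM PGE2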
# Target sequence (P43116 whole entry, looked up): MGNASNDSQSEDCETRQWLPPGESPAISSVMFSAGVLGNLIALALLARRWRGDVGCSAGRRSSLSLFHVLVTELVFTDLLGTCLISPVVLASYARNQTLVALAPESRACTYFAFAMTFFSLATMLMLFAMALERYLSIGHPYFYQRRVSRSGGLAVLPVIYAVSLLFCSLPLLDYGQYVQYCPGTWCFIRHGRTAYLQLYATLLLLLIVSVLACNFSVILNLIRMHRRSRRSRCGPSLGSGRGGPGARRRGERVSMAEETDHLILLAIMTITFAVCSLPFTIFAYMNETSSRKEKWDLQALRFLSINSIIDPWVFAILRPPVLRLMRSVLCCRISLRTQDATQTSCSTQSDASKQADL
# PPC-1+TRAIL kill: kills PPC-1 cancer cells in the presence of TRAIL; PPC-1 cells + TRAIL, ATPLite viability luminescence; cell killing (% activity), % at 4 µM; hit rate 0.41% among 220,000;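 active = cell killing above 50% in the first pass at 4 µM, then a duplicate retest at 5 µM averaging 50% or more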;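 also: plate controls were cells with TRAIL plus DMSO for no effect and medium-only wells lacking cells for full effect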
# NPY1 pot ag: potentiators or agonists of human neuropeptide Y receptor Y1; P25929; activation, % at 3.6 µM; hit rate 0.37% among 220,000; NPY-Y1 expressing cells, potentiator/agonist activation; AID 1304; in the data active = activation above about 33%, passing the limit was not always enough;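 also: cells stimulated with NPY at EC10 then isoproterenol at EC100; 0% = low agonist plus stimulus and 100% = saturating agonist plus stimulus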
# EP2 antag: EP2 receptor (human) inhibition. hit rate 0.52% among 260,000. inhibition, % at 25 µM. C6 glioma cells expressing human EP2, cAMP TR-FRET; cells stimulated with saturating PGE2. P43116. AID 1422;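 active = percent inhibition above 40 after rounding to a whole number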;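 also: rat C6 glioma host cells with rolipram phosphodiesterase inhibitor present; the protocol text gives 20 µM as final concentration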
# CHOP inhibitor: inhibitors of CHOP induction in ER stress response | CHO-K1 CHOP-promoter luciferase, tunicamycin-induced, 15-18 h | hit rate 3.8% among 220,000 | inhibition, % at 10 µM | AID 2732;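 active = compounds that reduced the stress-induced luciferase reporter signal by more than about 70% of percent inhibition, limit read from the data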;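 also: 0% = tunicamycin plus vehicle and 100% = wells without tunicamycin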
# * marks the source's active call; other numbers are inactive results; . = not tested or not shown; & = joins results of further samples; [ ] = dose if it differs, or a comment. Only part of the results is shown; the hit share may differ from the screen's.
SMILES,14-3-3 Bad inh,TRPML3 ag,NPY-Y1 antag,TRPN1 ag,EP2 mod,PPC-1+TRAIL kill,NPY1 pot ag,EP2 antag,CHOP inhibitor
Cc1ccc(/C=C/C(=O)Nc2ccncc2)o1,-30,0.3,3,-0.8,-35,0,-8,4,14
COc1ccccc1C(=O)OCCCN=C1NS(=O)(=O)c2ccccc21,-6,1.3,9,0.4,-30&2,12,6,10&4,10
Cc1cc(C)cc(NC(=O)CSc2cc(C(=O)c3nccn3C)c3ccccc3n2)c1,-5[fluorescence artefact?],0.9,2,-1.7,18,8,11,8,69
O=C(C[n+]1cc(-c2ccc(Cl)cc2)n2c1CCCCC2)c1ccccc1,2,1.1,.,0.5,11,-8,6,8,-3
CC(=O)Nc1cccc(NC(=S)Nc2ccc(F)c(Cl)c2)c1,-5,1.6,-8,0.4,-27,10,-4,2,15
Cc1ccc(OS(=O)(=O)c2cn(C)c(=O)n(C)c2=O)cc1C,-3,0.8,-7,1.4,4,0,12,8,9
O=C(Cc1coc2cc3c(cc12)CCC3)NC1CCCCCCC1,-2,0.7,7,-0.2,-8,4,-32,3,61
CCSc1nnc(NC(=O)c2ccccc2)s1,-2,0.6,3,2.3,23,-1,3,10,-155
Cc1ccc(SCc2[nH]nc3c2C2(C(=O)Nc4ccc(F)cc42)C(C#N)=C(N)O3)cc1 (configuration not stated),-10,1.2,2,0.5,-44,21,18,8,10
Cc1cc(C(F)(F)F)nn1CC(=O)Nc1cccnc1,-10,-0.6,7,-0.8,14,8,6,.,14
CCCCOC(=O)c1ccc(S(N)(=O)=O)o1,-15,0.1,-1,-1.6,30,2,-9,2,2
O=C(Oc1ccc(Cl)c2cccnc12)c1ccco1,-7,1.7,-1,1.2,-2,18,4,8,59
CC(C)OCCCNC(=O)Cn1nc(-c2ccccc2)ccc1=O,-6,0.1,-10,0.8,-12,11,6,10,13
COc1ccc([N+](=O)[O-])cc1NC(=O)Cc1c(Cl)cccc1Cl,2,0.5,5,2.0,-12,19,-29,6,37
O=C(c1ccc(Cn2c(=S)[nH]c3ccccc3c2=O)cc1)N1CCN(c2ccccn2)CC1,-13,0.6,-10,1.4,-43,-1,-7,8,42
CCOC(=O)c1ccccc1-c1csc(NS(=O)(=O)c2ccc(Cl)cc2)n1,1,-0.9,5,-1.6,33,20,-30,6,7
CCC(=O)Nc1cccc(C(=O)c2ccccc2)c1,-4,0.7,1,-0.7,-11,8,12,-1,6
NC(=O)CCC(NC(=O)c1ccc(Cl)cc1)C(=O)O (configuration not stated),1,0.1,-4,1.7,25,-11,-1,2,14
NS(=O)(=O)c1ccc(CNS(=O)(=O)c2cc(Cl)ccc2Cl)cc1,-4,1.2,.,1.5,-16,6,5,7,-20
O=C(N=Nc1c(O)[nH]c2ccc(Br)cc12)c1cc(-c2cccs2)nc2ccccc12,86*,0.5,-2,1.2,-2,16,8,6,-7
CNC(=S)NC1CC2CCCC(C1)N2Cc1ccc(C)cc1 (configuration not stated),-5,0.2,4,2.5,-70&-74,-17,2,22&17,-10
Cc1n[nH]c(=O)n1-c1cccc(C(F)(F)F)c1,17,-0.5,-3,0.4,19,16,-7,13,42
CCCN(CCC)CCNC(=O)C1CCN(Cc2nc(-c3ccc(Cl)cc3)oc2C)CC1,1,0.6,24*,-0.9,-7,34,-54,2,-18
O=C1CC(C(F)(F)C(F)(F)C(F)(F)C(F)F)=Nc2ccccc2N1,0,0.7,0,-0.1,-20,26,23,15,31
Cc1ccccc1C(=O)NCC(=O)O,-7,1.0,0,0.5,20,6,7,7,20

# An excerpt from above, showing only EP2 antag, EP2 mod and TRPML3 ag.
smiles	EP2 antag	EP2 mod	TRPML3 ag
CCOC(=O)c1ccccc1-c1csc(NS(=O)(=O)c2ccc(Cl)cc2)n1	6	33	-0.9
Cc1cc(C)cc(NC(=O)CSc2cc(C(=O)c3nccn3C)c3ccccc3n2)c1	8	18	0.9
O=C(Oc1ccc(Cl)c2cccnc12)c1ccco1	8	-2	1.7
CCSc1nnc(NC(=O)c2ccccc2)s1	10	23	0.6
CCCCOC(=O)c1ccc(S(N)(=O)=O)o1	2	30	0.1
NC(=O)CCC(NC(=O)c1ccc(Cl)cc1)C(=O)O (configuration not stated)	2	25	0.1

# Structures from the list above with a COOH group, in the order listed:
SMILES,14-3-3 Bad inh,TRPML3 ag,NPY-Y1 antag,TRPN1 ag,EP2 mod,PPC-1+TRAIL kill,NPY1 pot ag,EP2 antag,CHOP inhibitor
NC(=O)CCC(NC(=O)c1ccc(Cl)cc1)C(=O)O (configuration not stated),1,0.1,-4,1.7,25,-11,-1,2,14
Cc1ccccc1C(=O)NCC(=O)O,-7,1.0,0,0.5,20,6,7,7,20

# 2 neighbouring entries already listed:
SMILES,14-3-3 Bad inh,TRPML3 ag,NPY-Y1 antag,TRPN1 ag,EP2 mod,PPC-1+TRAIL kill,NPY1 pot ag,EP2 antag,CHOP inhibitor
Cc1ccc(SCc2[nH]nc3c2C2(C(=O)Nc4ccc(F)cc42)C(C#N)=C(N)O3)cc1 (configuration not stated),-10,1.2,2,0.5,-44,21,18,8,10
Cc1cc(C(F)(F)F)nn1CC(=O)Nc1cccnc1,-10,-0.6,7,-0.8,14,8,6,.,14

# Returning to the listing, starting two compounds before the break.
SMILES,14-3-3 Bad inh,TRPML3 ag,NPY-Y1 antag,TRPN1 ag,EP2 mod,PPC-1+TRAIL kill,NPY1 pot ag,EP2 antag,CHOP inhibitor
O=C1CC(C(F)(F)C(F)(F)C(F)(F)C(F)F)=Nc2ccccc2N1,0,0.7,0,-0.1,-20,26,23,15,31
Cc1ccccc1C(=O)NCC(=O)O,-7,1.0,0,0.5,20,6,7,7,20
CC(=O)c1ccc(NC(=O)Nc2ccccc2)cc1,-7[fluorescence artefact?],3.1,-6,6.2,-25,40,4,8,7
CCc1ccc(S(=O)(=O)NCc2cn3ccsc3n2)s1,0,1.3,1,1.3,34,23,9,7,8
Cc1ccc(C)c(S(=O)(=O)N2CCNCC2)c1,-10,0.7,4,1.2,18,25,5,13,18
Cc1cc(=O)[nH]c(N/N=C/c2cc(C)n(CC(F)(F)F)c2C)n1,-3,0.7,.,1.8,9,0,22,5,3
Cn1c(CSCc2ccccc2Cl)n[nH]c1=S,-2,-0.8,3,-0.4,5,15,9,4,10
COc1cc2ncnc(NCc3ccc(Cl)cc3)c2cc1OC,2,0.2,3,0.3,-42,1,3,7,12
CC(NC(=O)c1ccccc1F)c1nnc(SCc2nc3ccccc3c(=O)[nH]2)n1C (configuration not stated),-3,-0.5,2,1.5,-20,1,19,6,-10
COc1ccc(CCNC(=O)C(C)OC(=O)c2ccco2)cc1OC (configuration not stated),-13,1.1,3,2.2,8,4,15,11,-1
CCn1c(SCC(=O)NCC2CCCO2)nnc1-c1ccccc1 (configuration not stated),-5,0.8,1,-0.6,-10,-5,-25,5,16
COc1ccc(/C=N/NC(=O)c2cccc([N+](=O)[O-])c2)cc1O,0,0.9,-3,0.6,-37,12,4,7,-6
COc1ccc(C(=O)NCc2nnc(SCC(=O)N3CCCc4ccccc43)o2)cc1OC,-12,1.0,-3,-0.4,-31,5,3,6,10
Cc1cc(=O)oc(C)c1C(=O)Nc1cccc2ccccc12,-12,0.4,-2,-0.7,-2,-10,3,7,33
Cc1ccc2cc(C(c3nnnn3C3CCCC3)N(Cc3ccco3)Cc3cccs3)c(=O)[nH]c2c1 (configuration not stated),-1,0.8,9,-0.8,10,-1,-14,6,45
CC(/C=N/NC(=O)c1cc(C(C)(C)C)[nH]n1)=C\c1ccccc1,4,-0.6,4,-0.2,-27,27,-14,13,76*
CCOc1ccc(C(=O)N/N=C/c2cc(Cl)ccc2[N+](=O)[O-])cc1,1,0.4,3,-0.6,-11,7,8,7,-17
COCC1CCN(Cc2nc(COc3ccccc3)no2)C1 (configuration not stated),0,0.2,3,-0.8,16,4,14,7,-17
Cc1ccccc1N/C(=N/S(=O)(=O)c1ccccc1)c1ccc(F)cc1,-9,-1.0,.,-1.5,9,7,14,9,6
COc1ccc(/C=N/NC(=O)COc2ccc3ccccc3c2)c(C(=O)O)c1OC,-13,0.5,6,1.4,-19,12,8,2,2
O=C(COC(=O)c1cccnc1Cl)Nc1nc(-c2ccccc2)cs1,-1,2.3,3,5.8,-11,10,-1,25,27
NC(=O)c1ccc(C(F)(F)F)n(Cc2c(Cl)cccc2Cl)c1=O,-3,0.3,3,-1.3,8,7,-52,1,102*
Cc1sc2nc(C3CCCCC3)nc(SCC(=O)N3CC(=O)Nc4ccccc43)c2c1C,-6,0.9,0,1.4,59,-1,9,6,63
C/C(=N\NC(=O)CNc1cccc(C(F)(F)F)c1)c1cccc(Br)c1,5,0.7,4,3.5,29,26,8,4,68
COCC(=O)NC(C)c1nc2ccccc2[nH]1 (configuration not stated),38[fluorescence artefact?],1.6,-2,0.1,-9,17,11,8,35
O=C1CC(c2ccccc2)CC(O)=C1C=NC1CCCCC1 (configuration not stated),4,1.2,-6,1.5,-16,-9,9,8,2
O=C(Nc1ccc([N+](=O)[O-])cn1)c1ccc2c(c1)OCO2,-9,1.2,-6,1.3,21,-7,3,6,-14
COc1ccc(NC(=O)c2cc(-c3cccnc3)nc3c(C)c(C)ccc23)c(OC)c1,-5[fluorescence artefact?],0.5,6,0.5,49,-23,0,3,35
COc1ccc(OC)c(N(CC(=O)Nc2cccnc2)S(=O)(=O)c2ccc(C)cc2)c1,-16,0.7,-4,-0.8,0,12,13,8,11
O=C(COc1ccc(Cl)cc1)N(Cc1ccco1)C1CCS(=O)(=O)C1 (configuration not stated),3,0.6,.,-0.7,-20,-5,13,1,-1

# Source: PubChem (several laboratories)
